Compound activity as filed in PubChem.
FadD28 FP inh: inhibitors of Mycobacterium tuberculosis FadD28 bisubstrate binding. FadD28 bisubstrate probe binding, fluorescence polarization. inhibition, % at 12.5 µM. 360,000 tested, 0.22% active. AID 588549; in the data active = inhibition above about 8.5%, passing the limit was not always enough
CCHF vOTU inh: blocks the CCHF virus ovarian tumor domain protease | CCHFV vOTU protease, Pep-AMC fluorescence | inhibition, % at 11.5 µM | 370,000 tested, 0.55% active | AID 651958; also: 0% = vehicle wells with enzyme and 100% = no enzyme wells
FBA Mtb inh: Mtb fructose-bisphosphate aldolase inhibition; 360,000 tested, 2.3% active; inhibition, % at 1 µM; P9WQA3; purified M. tuberculosis FBA, fluorescence read-out; in the data active = inhibition above about 27%;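 also: 0% = vehicle and 100% = reference inhibitor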
Target sequence (P9WQA3 whole entry, looked up): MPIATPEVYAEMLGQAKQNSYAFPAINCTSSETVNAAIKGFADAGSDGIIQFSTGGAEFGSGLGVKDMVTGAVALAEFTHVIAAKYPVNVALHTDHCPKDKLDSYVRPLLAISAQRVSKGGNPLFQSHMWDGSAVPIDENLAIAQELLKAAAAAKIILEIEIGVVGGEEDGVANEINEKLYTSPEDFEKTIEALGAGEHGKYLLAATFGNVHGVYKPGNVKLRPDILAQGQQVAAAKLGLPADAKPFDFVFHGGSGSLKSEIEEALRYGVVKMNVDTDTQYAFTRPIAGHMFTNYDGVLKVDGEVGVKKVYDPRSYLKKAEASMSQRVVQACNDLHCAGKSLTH
PrPC surface inh: cell surface PrPC inhibition, primary TR-FRET screen. P04156. TR-FRET read-out. inhibition, % at 13.8 µM. 370,000 tested, 0.43% active. AID 720596; in the data active = inhibition above about 24%; also: 0% = median of the test wells and 100% = reference compound wells
UGM FP inh: blocks M. tuberculosis UGM enzyme | P9WIQ1 | purified UGM, fluorescence polarization probe displacement | inhibition, % at 10 µM | 320,000 tested, 0.06% active; in the data active = inhibition above about 10%, passing the limit was not always enough
Target sequence (P9WIQ1 whole entry, looked up): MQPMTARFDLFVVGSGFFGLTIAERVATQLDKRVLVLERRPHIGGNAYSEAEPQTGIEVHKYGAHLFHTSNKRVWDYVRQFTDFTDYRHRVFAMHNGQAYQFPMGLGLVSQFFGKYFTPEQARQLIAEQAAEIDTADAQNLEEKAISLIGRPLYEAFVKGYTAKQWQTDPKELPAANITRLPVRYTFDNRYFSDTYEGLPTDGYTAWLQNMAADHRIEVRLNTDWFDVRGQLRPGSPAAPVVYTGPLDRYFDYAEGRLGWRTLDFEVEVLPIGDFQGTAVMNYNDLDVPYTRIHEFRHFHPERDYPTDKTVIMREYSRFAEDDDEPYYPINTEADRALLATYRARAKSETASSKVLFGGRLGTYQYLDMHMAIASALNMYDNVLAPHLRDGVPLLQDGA
BioA inh: inhibitors of Mycobacterium tuberculosis BioA enzyme. purified M. tuberculosis BioA enzyme, plate reader. 360,000 tested, 0.096% active. inhibition, % at 9.99 µM; in the data active = inhibition above about 40%
GDH-TPI counter: inhibits GDH-TPI coupling enzymes, artifact for Mtb FBA screen. GDH-TPI coupled enzyme counterscreen, NADH absorbance. inhibition, % at 4.8 µM. 360,000 tested, 1.2% active;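 also: 0% = DMSO wells and 100% = wells lacking the enzyme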
BoNT F protease: BoNT F light chain protease inhibition; Multiplex microsphere protease cleavage assay, flow cytometry; inhibition, % at 10 µM; 360,000 tested, 0.22% active; in the data active = inhibition above about 35%, passing the limit was not always enough; also: plate controls were buffer without enzyme for full effect and enzyme alone for no effect
BoNT A protease: blocks Botulinum neurotoxin A light chain protease | multiplex microsphere protease substrate cleavage, flow cytometry | inhibition, % at 10 µM | 360,000 tested, 0.17% active; in the data active = inhibition above about 30%; also: plate controls were buffer without enzyme for full effect and enzyme alone for no effect
* = called active by the depositor; x = no result given. Rule as the data show it, unless noted: active = inhibition above about 30%; inactive = the rest.

Order of results: FadD28 FP inh	CCHF vOTU inh	FBA Mtb inh	PrPC surface inh	UGM FP inh	BioA inh	GDH-TPI counter	BoNT F protease	BoNT A protease
> CCCn1c(Nc2cccc(OC)c2)nc2ccccc21
    -2.5	0	-2	4	-3.0	-2.2	3	-3	1.9
> CC(C)(C)c1cc(-c2ccco2)c(C#N)c(SCC#N)n1
    -0.8	5	8	-8	2.7	-2.1	10	-9	-0.4
> CCn1cc(S(=O)(=O)Nc2ccc(Cl)cc2F)cn1
    -1.2	-4	1	0	0.1	-0.5	9	10	2.0
> COc1ccc(CCNC(=O)CCc2nc3sc4c(c3c(=O)[nH]2)CCCC4)cc1
    -2.4	-5	-1	-3	3.4	-2.5	2	-4	-3.3
> COc1cc(CNCc2ccncc2)cc(OC)c1OC
    1.5	4	4	0	1.6	-2.5	6	2	-2.3
> COc1ccc(OC)c(NC(=O)c2cccc(N3C(=O)C4C5C=CC(C6CC56)C4C3=O)c2)c1 (configuration not stated)
    -0.4	12	1	9	1.9	0.0	3	-1	-0.2
> COC(=O)C1CN(C(=O)COc2ccc(Cl)cc2C)c2ccccc2O1 (configuration not stated)
    -3.2	-7	0	-5	-0.4	1.4	-8	-10	1.1
> Cc1ccc(NC(=O)C2CC(=O)N(C(C)C)C2)cc1Cl (configuration not stated)
    -1.6	-19	1	4	-0.1	0.6	1	-2	-0.4
> Nc1nc(NC(=O)CCCC(=O)O)nn1-c1ccccc1
    -3.1	-1	0	-1	-0.3	0.1	-11	-4	-0.5
> CN1CCN(Cc2cc(C(C)(C)C)c(O)c(C(C)(C)C)c2)CC1
    -3.0	-4	1	0	0.8	-1.3	-5	-2	-0.5
> CCN(CC)c1ccc(NC(=O)c2ccccc2)cc1S(=O)(=O)Nc1ccccc1OC
    -2.8	6	5	13	0.2	-0.9	9	-3	1.4
> O=C(Nc1ccc(C(=O)N2CCOCC2)cc1)c1ccccc1Cl
    -1.9	-10	-1	6	x	-3.4	1	-6	-0.2
> COc1ccccc1-c1nc(C#N)c(N2CCC(Cc3ccccc3)CC2)o1
    -2.1	-13	44*	3	2.2	-0.7	19	6	-0.9
> CN(CC(=O)Nc1cccnc1Cl)S(=O)(=O)c1ccc(Cl)cc1
    -1.5	-4	2	2	-2.7	1.1	6	-6	-0.8
> COc1cccc(C(NC(=O)C2CCN(CCCOc3ccccc3)CC2)c2ccccn2)c1 (configuration not stated)
    -1.4	5	2	-14	x	0.5	3	0	0.2
> Cc1ccccc1OCC(=O)NNC(=O)c1cc(S(=O)(=O)N(C)C)ccc1N1CCCC1
    -6.7	-2	0	-5	-0.3	-0.2	-1	1	-0.2
> COc1cccc(C(C)NC(=O)c2ccncc2)c1 (configuration not stated)
    1.5	-4	1	-2	-1.8	-2.3	9	10	0.3
> COc1cc(OC)cc(/C(N)=N/O)c1
    0.1	-2	0	1	1.4	x	-3	-6	0.9
> CCOc1ccc(NC(=O)Cn2c(=O)oc3ccccc32)cc1
    -0.6	-6	1	4	0.6	-2.3	5	-2	0.7
> CC1CC(=O)N(CC(=O)Nc2ccc(Br)cc2)c2ccccc2S1(=O)=O (configuration not stated)
    -3.4	21	1	-2	-4.1	-0.2	4	-4	1.4
> O=C(COc1ccc(Cl)cc1)N1CCN(c2ncccn2)CC1
    -0.2	10	7	10	-2.6	-0.6	12	1	-0.4
> CCOC(=O)Cc1cc(OC)c(OC)cc1Cc1cc(OC)c(OC)cc1CC(=O)OCC
    -2.5	-14	0	-2	-0.7	0.9	12	8	2.1
> O=C1Nc2ccccc2N=C(c2ccc3c(c2)OCO3)C1N(C(=O)c1ccc2ccccc2c1)C1CC1 (configuration not stated)
    -2.8	32*	4	-5	x	-3.0	x	-15	-0.9
> CCOCCCN(C(=O)c1snc(C(N)=O)c1N)C(C(=O)NC1CCCC1)c1ccc(O)cc1 (configuration not stated)
    0.8	1	7	0	-1.0	0.7	0	2	1.1
> CN(C)CCNC(=O)c1ccc2c(c1)NC(=O)c1ccccc1S2
    x	-12	0	2	-1.9	-1.9	-5	0	2.0
> O=C1CCN(S(=O)(=O)c2ccccc2)CCN1CCOCc1ccc(F)cc1
    -0.7	5	3	10	-4.5	0.3	5	-1	-0.5
> CC(Sc1nncs1)C(=O)Nc1ccc2c(c1)OCCO2 (configuration not stated)
    -2.9	-4	3	6	1.0	2.7	7	-6	3.3
> COc1ccc(C2NCCc3sccc32)cc1 (configuration not stated)
    -0.4	-18	0	-8	1.8	x	10	-2	0.0
> COc1ccccc1N1CCN(C2CCCN(C(=O)CN3CCCCC3=O)C2)CC1 (configuration not stated)
    -2.8	-1	-3	2	-1.5	-1.3	4	-8	0.9
> CCc1cc(C(=O)NCC(c2ccco2)N2CCCCC2)sc1C (configuration not stated)
    -1.6	-7	-1	6	1.9	1.6	5	-7	-0.7

One compound at a time (already shown). Order of screens: FadD28 FP inh	CCHF vOTU inh	FBA Mtb inh	PrPC surface inh	UGM FP inh	BioA inh	GDH-TPI counter	BoNT F protease	BoNT A protease
Shown for O=C(COc1ccc(Cl)cc1)N1CCN(c2ncccn2)CC1 = -0.2	10	7	10	-2.6	-0.6	12	1	-0.4
Shown for CCn1cc(S(=O)(=O)Nc2ccc(Cl)cc2F)cn1 = -1.2	-4	1	0	0.1	-0.5	9	10	2.0

Random excerpt: 3 compounds from above, in no set order.
Order of results: FadD28 FP inh	CCHF vOTU inh	FBA Mtb inh	PrPC surface inh	UGM FP inh	BioA inh	GDH-TPI counter	BoNT F protease	BoNT A protease
> O=C(COc1ccc(Cl)cc1)N1CCN(c2ncccn2)CC1
    -0.2	10	7	10	-2.6	-0.6	12	1	-0.4
> CCn1cc(S(=O)(=O)Nc2ccc(Cl)cc2F)cn1
    -1.2	-4	1	0	0.1	-0.5	9	10	2.0
> CN1CCN(Cc2cc(C(C)(C)C)c(O)c(C(C)(C)C)c2)CC1
    -3.0	-4	1	0	0.8	-1.3	-5	-2	-0.5

Additional records follow:
Order of results: FadD28 FP inh	CCHF vOTU inh	FBA Mtb inh	PrPC surface inh	UGM FP inh	BioA inh	GDH-TPI counter	BoNT F protease	BoNT A protease
> CCOc1ccc(-c2noc(CCC(=O)NC3CCCC3)n2)cc1OC
    -2.1	12	1	-1	-0.1	-2.0	3	1	-0.4
> CCCCN1C(=O)C(O)=C(C(C)=O)C1c1ccccc1[N+](=O)[O-] (configuration not stated)
    -2.2	-8	-2	-2	2.4	x	10	-1	-0.2
> O=c1[nH]c(O)c(C=Nc2cccc(F)c2)c(=O)[nH]1
    -0.7	-5	-1	5	0.0	-1.7	26	4	0.3
> Cc1cc(C)cc(N(CCC#N)C(=O)COC(=O)c2ccc(OCc3c(C)noc3C)cc2)c1
    -4.9	6	-3	6	0.1	x	-2	9	1.8
> COc1ccccc1N1C(=O)C2C3CC(c4ccccc4)C(C3)C2C1=O (configuration not stated)
    -2.8	-16	-3	-3	-1.5	1.3	7	-7	-0.3
> CCCCc1ccc(S(=O)(=O)NC(=O)C2(C)CCN2C(=O)c2ccccc2)cc1 (configuration not stated)
    -2.5	14	-2	-10	x	-1.8	4	-8	0.3
> COc1cccc(Cn2nnc(C(=O)Nc3cc(Cl)ccc3OC)c2N)c1
    -7.8	7	-1	8	-0.7	-1.4	4	-6	0.0
> CC(C)c1nc(SCC(=O)N2c3ccccc3CC2C)c2ccccc2n1 (configuration not stated)
    -4.1	2	-1	13	-0.1	x	8	-6	-0.2
> Cc1ccc(S(=O)(=O)N2[C@@H](c3ccc(Br)cc3)C(C(=O)O)=CC[C@H]2c2cccc(C)c2)cc1
    -1.3	5	1	-1	x	6.2	-5	0	-0.6
> CN(C1CCCCC1)S(=O)(=O)c1ccc(S(=O)(=O)N2CCCC2)cc1
    -3.3	-1	0	8	2.6	1.9	-2	16	1.8
> O=C1N(Nc2ccccc2)C(c2ccc(Br)cc2)C12CCCC2 (configuration not stated)
    -0.9	8	5	2	-0.1	-1.4	-6	6	0.4
> Cc1ccc(C2C(C(=O)c3cccs3)=C(O)C(=O)N2c2ccc(S(N)(=O)=O)cc2)cc1 (configuration not stated)
    -1.4	-2	-3	3	-0.6	x	25	-7	-0.5
> Cc1ccc(N2C(=O)CC(NNC(=O)c3cccc(S(=O)(=O)N4CCCC4)c3)C2=O)cc1 (configuration not stated)
    0.1	14	0	-2	-0.3	0.2	-2	-7	-0.7
> Cc1ccc(C(=O)C(OC(=O)c2cnccn2)c2ccccc2)cc1C (configuration not stated)
    -1.5	-11	-1	0	-4.0	x	3	-2	-0.3
> COc1ccc(C2=Nn3c(nnc3-c3cccnc3)SC2)cc1OC
    -2.5	8	1	-7	-0.2	-0.5	-3	16	5.4
> O=C(OCC(=O)N1CCN(C(=O)c2ccco2)CC1)c1ccccc1C(=O)c1ccc(Cl)cc1
    -0.7	-6	-1	-2	0.1	1.9	0	0	0.3
> Cc1ccc(NC(=O)CS(=O)CC(=O)NCC2OCCc3ccccc32)c(C)c1 (configuration not stated)
    -1.0	-1	1	5	-1.3	-3.8	8	-17	-0.5
> CCSc1nc(COC(=O)NC)c(COC(=O)NC)n1C
    0.3	11	3	-6	x	x	3	20	2.5
> Cc1ccc(C(=O)N/C(=C/c2ccc(Cl)cc2)C(=O)N2CCOCC2)cc1
    -3.4	4	-1	3	-0.2	x	13	-23	-4.8
> Cc1ncc([N+](=O)[O-])n1CCOC(=O)c1ccccc1
    0.2	17	4	-6	4.1	x	6	-1	-0.1
> Cc1ccc(C(=O)C(C)OC(=O)c2cc(=O)[nH]c3ccccc23)cc1 (configuration not stated)
    2.6	-1	7	6	-1.5	-0.7	0	-3	-2.0
> CC(C)(C)c1ccc(C(=O)N2CCC(=O)N(C(CO)Cc3ccccc3)CC2)cc1 (configuration not stated)
    1.2	6	-1	2	3.5	1.1	0	7	0.2
> Cc1cc(Cl)c2ccccc2n1
    -2.6	-3	-1	-1	-0.8	x	-5	-3	-0.2
> COC(=O)c1ccc(NC(=O)C(OC)c2ccccc2)cc1 (configuration not stated)
    -2.0	10	3	8	-0.6	x	6	3	0.2
> COc1ccccc1NC(=O)CSc1nnc(C2CCCCC2)n1N
    -4.6	17	1	4	-1.7	-3.7	-6	1	0.4
> Fc1ccc(-n2nnc(-c3nccs3)n2)cc1
    -3.1	-5	-1	1	0.8	-1.8	-7	-7	0.2
> CN(C)c1c(F)cc(C(=O)NC(=O)NCc2cccnc2)cc1F
    -1.9	-3	-1	-1	-0.9	-0.1	2	-12	1.8
> CCc1cccc(NC(=O)c2cc(S(=O)(=O)N3CCCCC3)ccc2N2CCOCC2)c1
    -4.7	4	0	2	x	0.9	2	4	0.2
> Cn1c(SCC(=O)Nc2cccnc2Cl)nc2ccccc21
    -1.2	-10	2	5	4.1	5.8	5	4	-0.4
> Cc1cc(C)nc(NC2=NCC(=O)N2c2cc(Cl)cc(Cl)c2)n1
    0.0	4	1	12	0.7	1.6	12	-1	0.5
> COc1ccc(N2CC(O)=C(c3nc(C)cs3)C2=N)cc1
    -0.9	6	-2	7	3.7	0.1	6	-6	0.1
> COc1cc(CC2COC(c3ccc(O)c(OC)c3)C2COC(C)=O)ccc1O (configuration not stated)
    -2.6	-8	0	2	-0.3	-0.8	-16	0	-0.5

Some of the entries so far, field by field.
CN(C)c1c(F)cc(C(=O)NC(=O)NCc2cccnc2)cc1F
- FadD28 FP inh: -1.9
- CCHF vOTU inh: -3
- FBA Mtb inh: -1
- PrPC surface inh: -1
- UGM FP inh: -0.9
- BioA inh: -0.1
- GDH-TPI counter: 2
- BoNT F protease: -12
- BoNT A protease: 1.8

CCc1cccc(NC(=O)c2cc(S(=O)(=O)N3CCCCC3)ccc2N2CCOCC2)c1
- FadD28 FP inh: -4.7
- CCHF vOTU inh: 4
- FBA Mtb inh: 0
- PrPC surface inh: 2
- UGM FP inh: x
- BioA inh: 0.9
- GDH-TPI counter: 2
- BoNT F protease: 4
- BoNT A protease: 0.2
